Compound activity: PubChem BioAssay, several laboratories
T cell modulator: T cell immune modulation candidate. 2C CD8+ T cell-vesicle binding, flow cytometry; active compounds read low. 330,000 tested, 0.068% active. calls only at 7 µM;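 active = response, share of CD8 T cells binding vesicles, and their 90th percentile fluorescence all below set limits, cut at about 80% in these data, passing the limit was not always enough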
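material = purified 2C TCR transgenic mouse naive CD8+ T cells | controls = Unloaded micro-vesicles (low), QL9 vesicles with 0.7% DMSO (high) | detection = cytometric PE anti-B7-1 and Alexa647 anti-CD8 signals after 1% paraformaldehyde fixation | incubation = binding step 1.5 h, 37 °C, antibody labelling 20 min, ice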
Myeloid diff MLP: promotes myeloid progenitor differentiation. ER-HoxA9 myeloid progenitors, lysozyme-GFP differentiation, flow cytometry. calls only at 10 µM. 360,000 tested, 1% active. AID 624256;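 active = normalized GFP-positive differentiation at or above the plate's own cutoff, the solvent-only control mean plus 3 SD; inconclusive = no clear call, values can overlap the other calls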;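 note: cells exposed to compound for four days before flow analysis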
TNAP activation fold: stimulation of alkaline phosphatase TNAP activity – biochemical, luminescent, no phosphate acceptor, uHTS, primary screen (AID 1001); purified TNAP, luminescent activation assay, no phosphate acceptor; higher activation fold means a stronger effect; activation fold at 20 µM; hits with a dose series show EC50 in µM; 200,000 tested, 0.03% active; in the data active = activation fold from about 3, or a potency from the dose series; inactive = the rest, 99 in 100 with activation fold below about 1.6; note: many of its hits are not listed in these tables
RSV CPE inhibition: RSV antiviral activity via CPE protection, HEp-2 cells, primary 10 µM value included (AID 2391); HEp-2 cells, RSV-induced CPE inhibition; higher % means a stronger effect; one-dose CPE inhibition, % at 10 µM; IC50 in µM for titrated hits; 310,000 tested, 0.13% active; in the data active = a potency from the dose series; inconclusive = CPE inhibition mostly from about 23% at the one dose, without a potency; inactive = the rest, 99 in 100 with CPE inhibition below about 21%; note: strong numbers were not always called active
MgcRacGAP inhibition: MgcRacGAP GTPase-activating activity inhibitors, confirmation, biochemical, ADP Hunter fluorescence; MgcRacGAP-stimulated Rac1 GTP hydrolysis, ADP Hunter fluorescence; higher % means a stronger effect; GST-tagged Rac1 F28L mutant substrate; inhibition, % at 30 µM, or IC50 in µM where a hit was titrated; 340,000 tested, 0.6% active;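 active = first-screen hits whose inhibition reached a set limit at any dose in the follow-up dose series; inconclusive = inhibition above the set first-screen limit but never retested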;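 note: fluorescence reports GDP produced by GAP-driven GTP hydrolysis; strong numbers were not always called active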
Salmonella PhoP GFP: inhibitors of PhoP regulon expression, primary screen, Salmonella Typhimurium, GFP reporter (AID 1863); 300,000 tested, 0.16% active; S. Typhimurium PhoP-regulated promoter GFP reporter, 4 h; higher % means a stronger effect; one-dose inhibition, % at 50 µM; IC50 in µM for titrated hits;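 active = inhibition over 29.93%, a cutoff 3 SD above the screen mean, later confirmed by dose response; inconclusive = inhibition over 29.93% but no dose response follow-up; inactive = inhibition at most 29.93% or unconfirmed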;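 note: 0% = low Mg2+ inducing control and 100% = high Mg2+ repressing control; strong numbers were not always called active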
NTR1 ag: agonists of NTR1, primary screen, imaging, U2OS cells, beta-arrestin-GFP, high content (AID 493036) | 330,000 tested, 0.17% active | activation, % at 20 µM | NTR1-U2OS beta-arrestin-GFP spot imaging, agonist mode | P30989;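 active = activation at or above 40% of the spot to cytoplasm intensity ratio, with at least 20 cells analyzed; inconclusive = wells under 20 cells, flagged as cytotoxic or low count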;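 note: 0% = DMSO without peptide and 100% = 100 nM NTR1 peptide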
Target sequence (P30989 whole entry, looked up): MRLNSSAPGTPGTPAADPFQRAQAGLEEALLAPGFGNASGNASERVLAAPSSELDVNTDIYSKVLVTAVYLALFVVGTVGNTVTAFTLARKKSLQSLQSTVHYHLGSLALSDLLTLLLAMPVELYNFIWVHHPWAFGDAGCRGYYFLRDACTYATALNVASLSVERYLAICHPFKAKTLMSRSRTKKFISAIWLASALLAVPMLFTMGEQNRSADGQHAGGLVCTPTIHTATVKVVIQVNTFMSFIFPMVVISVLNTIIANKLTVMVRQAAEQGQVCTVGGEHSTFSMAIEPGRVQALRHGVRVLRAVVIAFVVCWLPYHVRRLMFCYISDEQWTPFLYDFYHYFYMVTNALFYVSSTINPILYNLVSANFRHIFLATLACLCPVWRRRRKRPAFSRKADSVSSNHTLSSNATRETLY
Large T inhibition: SV40 large T antigen inhibitors, biochemical (AID 1903). SV40 large T antigen ATPase/helicase inhibition assay; higher % means a stronger effect. inhibition, % at 20 µM, or IC50 in µM where a hit was titrated. 310,000 tested, 0.39% active; in the data active = a potency from the dose series; inconclusive = inhibition mostly from about 32% at the one dose, without a potency; inactive = the rest, 99 in 100 with inhibition below about 32%; note: strong numbers were not always called active
K1F lysis inhibition: protection from phage-mediated lysis, alamar blue read-out – E. coli UTI89, K1F phage, bacterial capsule biogenesis inhibitors (AID 488966) | E. coli UTI89 K1F phage lysis, alamar blue, 2 h; higher % means a stronger effect | one-dose inhibition, % at 100 µM; IC50 in µM for titrated hits | 340,000 tested, 0.02% active;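 active = phage lysis inhibition, versus mean bacterial control, above a set limit; inconclusive = no clear call, values can overlap the other calls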;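 note: capsule biogenesis inhibitors block K1F phage lysis so surviving cells raise fluorescence; higher fluorescence means more inhibition of phage lysis; actives were called in the ten point dose series up to 300 µM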
T cell modulator vesicle-bound %: recorded beside T cell modulator, whose call it bears; double positive events, %; measured here: CD8+ vesicle-bound cell fraction;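 binding gate set so that unloaded-vesicle control wells show 10% double positive cells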
NTR1 ag cell count 20 µM: also measured in NTR1 ag; calls as there; cell count; measured here: cell count, cytotoxicity flag
Myeloid diff MLP GFP+ MAC1+ %: recorded beside Myeloid diff MLP, whose call it bears; GFP+ MAC1+ double positive, %; measured here: differentiation confirmed by MAC1 staining
The depositor's hits bear a star; i = inactive; ? = inconclusive; / = not tested or not shown; [ ] = remark or other dose. This is a random part of the collection. Share with any hit: about 2.3%.

SMILES	T cell modulator	T cell modulator vesicle-bound %	Myeloid diff MLP	Myeloid diff MLP GFP+ MAC1+ %	TNAP activation fold	RSV CPE inhibition	MgcRacGAP inhibition	Salmonella PhoP GFP	NTR1 ag	NTR1 ag cell count 20 µM	Large T inhibition	K1F lysis inhibition
COc1ccc(C(=O)N[C@H](C(=O)N2CCN(c3ccccc3F)CC2)C(C)C)cc1	i	26.8	i	0.3	1	-3.2%	0.1%	-13.0%	-0.8	44	0.0%	0.3%
O=C(Nc1nccs1)c1ccc(CSc2ccccc2)o1	i	51.0	?	/	/	8.0%	-0.6%	-1.9%	0.5	56	22.5%	-0.2%[50 µM]
CCOC(=O)C1CCCN1C(=O)c1ccc(OC)c(Br)c1 (stereo not given)	i	18.3	i	0.8	1.1	-0.1%	2.6%	-6.4%	3.0	66	-3.2%	-0.3%
O=C(COc1ccc(S(=O)(=O)N2CCOCC2)cc1)Nc1cccc([N+](=O)[O-])c1	i	15.6	i	1.0	/	4.8%	7.4%	9.6%	1.2	68	2.3%	0.9%[50 µM]
COc1ccc2[nH]c3c(NCCCOC(C)C)ncnc3c2c1	i	57.4	i	0.2	/	1.4%	18.7%	/	0.1	70	8.8%	-0.1%
CC(=O)OC[C@H]1O[C@@H](Oc2cc(O)cc3oc(-c4ccc(O)cc4)cc(=O)c23)[C@H](O[C@@H]2O[C@@H](C)[C@H](O)[C@@H](O)[C@H]2O)[C@@H](O)[C@@H]1O	i	24.0	i	4.2	/	/	14.7%	/	-1.6	56	/	1.3%
CC1(c2cccc(Br)c2)NC(=O)N(CC(=O)Nc2cccnc2Cl)C1=O (stereo not given)	i	19.7	i	1.0	/	1.0%	4.4%	-6.5%	2.3	68	10.2%	2.0%[50 µM]
CCCC[C@@H]1CNC(=S)N1CCCC	i	55.7	i	1.8	1.1	0.7%	3.1%	-8.5%	1.0	102	-10.0%	0.2%
Fc1ccc(-n2c(-c3ccc4ccccc4n3)n[nH]c2=S)cc1Cl	i	44.1	i	0.2	1.5	?	1.5%	-7.3%	-0.8	53	3.0%	0.6%
Cc1ccc(C(=O)NC(=S)Nc2cccc3c(C)cc(C)nc23)cc1	i	29.1	i	1.5	1.1	6.8%	5.9%	19.0%	5.7	55	2.3%	0.6%
CCOc1cc(N2CCOCC2)c(OCC)cc1NC(=O)COC(=O)c1ccc(Cl)cc1N	i	41.5	i	0.5	/	-0.8%	4.7%	/	7.2	62	/	1.2%[50 µM]
CCN(CC)C(=O)[C@H]1C[C@H](CC(=O)NCCN2CCOCC2)C(=O)N2CCc3c([nH]c4ccc(Cl)cc34)[C@]12C	/	/	i	1.6	/	/	-2.9%	/	-0.1	53	/	-0.1%
C/C(=N/OC(=O)c1c(-c2c(F)cccc2Cl)noc1C)c1cnccn1	i	43.5	i	0.2	1	1.4%	9.4%	2.8%	-1.1	74	5.6%	-0.1%
CCn1nnc(NC(=O)COc2cc(C)ccc2C(C)C)n1	i	4.9	i	5.9	1.1	0.1%	7.2%	-3.8%	0.5	81	9.9%	0.3%
COc1ccccc1N(CC(=O)NCCSCc1cccc(Cl)c1)S(C)(=O)=O	i	34.8	i	0.5	/	13.8%	-4.3%	7.2%	1.7	68	6.6%	0.4%[50 µM]
COc1ccc(C(=O)NN(C)c2nc(-c3ccccc3)nnc2C(F)(F)F)cc1	i	37.1	i	0.8	1.1	1.9%	3.5%	1.0%	1.3	65	3.9%	10.2%
O=C1CCC(C(=O)N2CCc3c(Cl)cccc3C2)CN1CCCN1CCOCC1 (stereo not given)	i	62.7	i	0.8	/	0.9%	7.3%	1.4%	-0.4	81	13.7%	-0.1%
O=C(NCc1nc2ccccc2[nH]1)c1ccccc1F	i	39.6	i	0.1	/	3.5%	/	8.6%	-0.9	51	4.4%	/
COc1ccc(/C=C(\C#N)C(=O)NCC2CCCO2)cc1OC (stereo not given)	i	5.2	i	1.0	1.1	-0.1%	0.0%	-0.7%	0.7	87	-0.4%	0.3%
Cc1ncc(CN2CCC(CO)(Cc3ccccc3)CC2)s1	i	42.6	i	0.2	1	-1.0%	15.8%	2.0%	0.0	67	2.8%	-0.1%[50 µM]
CCOC(=O)c1c(-c2ccccc2)nc2ccc(C)cn12	i	13.8	i	0.5	0.9	6.2%	5.9%	-4.0%	-1.3	90	5.2%	0.9%
CCOc1ccc(NC(=O)c2ccc3c(=O)n(-c4ccc(OC)cc4OC)c(=S)[nH]c3c2)cc1	i	42.6	i	0.3	/	6.3%	5.1%	-2.8%	3.3	58	1.8%	-0.8%
O=C(Nc1ccc(O)cc1)/C(=C\C=C\c1ccccc1)NC(=O)c1ccccc1	i	43.8	i	0.5	/	13.0%	?	-1.7%	-0.2	53	?	0.4%
Cc1ccc(C)c2[nH]c(=O)c(CN(Cc3ccco3)C(=S)NCC3CCCO3)cc12 (stereo not given)	i	28.9	i	0.8	1.1	4.3%	7.7%	4.0%	3.6	33	6.2%	-0.3%
COc1ccc(C(=O)NCC(=O)NCC2COc3ccccc3O2)cc1 (stereo not given)	i	45.2	i	1.1	1.1	1.2%	1.9%	6.0%	2.6	60	13.6%	-1.7%
O=C(CCc1ccccc1)NCC1(c2ccccc2)CCCC1	i	50.8	i	0.9	/	3.9%	6.5%	-2.1%	2.3	119	-7.4%	0.0%
O=C(/C=C\Nc1ccc2c(c1)OCO2)c1cccs1	i	30.7	i	0.3	1	-1.7%	11.9%	-0.3%	-0.6	44	5.6%	-0.5%
CCOC(=O)NNC(=O)C1CCC(C)CC1 (stereo not given)	i	66.6	i	0.6	1.1	-1.7%	2.2%	0.1%	2.7	58	10.2%	0.4%
CCN(CC(=O)Nc1ccccc1OC)C(=O)c1ccc(NS(=O)(=O)c2ccc(C(C)=O)cc2)cc1	i	39.9	i	1.2	/	2.2%	10.0%	6.4%	0.0	84	9.6%	1.0%
O=C(CSc1nnc(COc2ccc(Cl)cc2)n1Cc1ccco1)c1ccccc1F	i	16.6	i	0.6	1.1	3.0%	4.4%	-2.7%	0.8	82	18.8%	0.0%
Cc1ccccc1N1CC(O)(c2ccccc2)[N+]2=C1SCC2 (stereo not given)	i	41.3	i	0.4	1.1	0.1%	11.0%	-16.0%	1.3	56	3.8%	9.1%
COc1ccc(NC(=O)CCNC(=O)c2ccccc2)cc1S(N)(=O)=O	i	21.8	i	0.6	/	0.4%	2.0%	2.4%	-0.3	50	3.6%	0.6%
CS(=O)(=O)c1ccccc1-c1nnc(NC(=O)Cc2ccccc2)o1	i	30.6	i	0.0	/	1.0%	0.3%	-5.0%	0.2	56	9.6%	0.1%
CCc1[nH]nc2c1C(c1ccsc1)C(C#N)=C(N)O2 (stereo not given)	i	27.8	i	0.9	0.9	3.6%	7.2%	-0.3%	5.6	60	14.2%	0.0%
O=C1C(=O)N(C2CCS(=O)(=O)C2)C(c2cccc(O)c2)/C1=C(/O)c1ccc(Cl)cc1 (stereo not given)	i	8.1	i	2.3	/	0.6%	14.7%	-1.9%	-0.2	75	9.3%	0.7%
O=C(CN1C(=O)S/C(=C\c2ccccn2)C1=O)Nc1ccc(F)cc1	i	17.5	i	1.2	/	1.5%	5.8%	-5.1%	0.0	67	24.9%	-0.1%
COc1ccc(C(C(=O)NC2CCCCC2)N(C(=O)c2ccco2)c2ccccc2OC)cc1 (stereo not given)	i	15.8	i	1.0	/	5.4%	1.5%	1.8%	1.2	50	4.2%	-0.1%
CCc1ccc(CC)c(S(=O)(=O)Nc2ccc(C(=O)O)c(O)c2)c1	i	14.5	i	0.5	1	-0.2%	9.7%	5.7%	-0.8	44	7.0%	1.5%
COCCN(CC(=O)Nc1cccc(C)c1C)C(=O)c1ccc2ccccc2n1	i	13.9	i	0.2	/	1.8%	2.4%	/	-3.5	40	/	0.1%[50 µM]
CS(=O)(=O)c1ccc(Cl)c(NC(=O)Nc2ccccc2)c1	i	4.3	i	0.2	/	1.3%	5.3%	5.0%	-0.9	55	8.3%	0.2%
Cn1c(C(=O)N[C@@H](C(=O)O)c2ccccc2)cc2cc(Cl)ccc21	i	38.5	i	1.8	/	5.0%	9.2%	-3.8%	0.2	83	7.8%	0.5%
CC(=O)c1cc(C(=O)c2ccccc2)sc1Nc1ccccc1	i	23.8	i	1.4	1.1	?	3.4%	5.8%	1.0	27	11.3%	2.6%[50 µM]
CCOC(=O)c1cnc(Nc2ccccc2)nc1C(F)(F)F	i	34.4	i	0.5	/	?	1.7%	-0.9%	2.1	47	7.7%	0.6%
Cc1ccc(CNC(=O)CCS(=O)(=O)c2ccc3c(c2)CC(C)N3C(=O)C2CC2)o1 (stereo not given)	i	21.3	i	3.8	/	1.1%	9.1%	-14.1%	0.9	59	15.5%	0.3%
CCC(CC)C(=O)Nc1cccc(/C(C)=N/NC(=O)c2c(Br)cnn2C)c1	i	31.0	i	1.7	1	1.2%	-8.9%	5.4%	0.4	64	1.2%	-0.3%
Cc1ncoc1C(=O)N1CCCC(C(=O)c2ccc3c4c(cccc24)CC3)C1 (stereo not given)	i	40.6	i	0.6	1.1	9.0%	15.7%	-2.3%	-1.4	57	9.2%	-0.1%
Cc1nc2ccccc2nc1OCC(=O)NCc1ccc2c(c1)OCO2	i	51.9	i	1.6	1	6.4%	4.8%	1.7%	-1.0	56	3.9%	3.1%
O=C(CC1C(=O)NCCN1Cc1cccc(F)c1)NC1CCCCC1 (stereo not given)	i	19.9	i	1.0	/	1.5%	8.1%	-1.9%	-0.5	49	19.3%	0.3%
